Jurkat autofluor = compound autofluorescence on Jurkat cells, primary screen, artefact control for VLA-4 allosteric ligand project, cell-based, flow cytometry | active compounds read high; 1 = vehicle-only cell background | fluorescence ratio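 (tested at 10 µM compound in the well)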 | 24,000 tested, 0.61% active | AID 576, 2007;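 active means fluorescence ratio above 2.44, which is 1 plus 3 SD of all ratios; inconclusive means signal too bright to measure linearly, ratio around 10 or more; inactive means fluorescence ratio below 2.44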;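 further: green fluorescence of cells measured with 488 nm excitation and 530 nm emission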
VLA-4 allo ag = enhancers of LDV-FITC binding to VLA-4 integrin, primary screen, Jurkat cells, flow cytometry | Integrin alpha-4 (Homo sapiens), P13612 | activation, % at 10 µM (by protocol) | 24,000 tested, under 10 active;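 active means fluorescent ligand binding to cells raised by more than 40% of the manganese-induced maximum; inconclusive means compound's own fluorescence above 85% of the ligand control signal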;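 further: 0% = ligand binding without compound and 100% = manganese-stimulated maximal binding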
Target sequence (P13612 whole entry, looked up): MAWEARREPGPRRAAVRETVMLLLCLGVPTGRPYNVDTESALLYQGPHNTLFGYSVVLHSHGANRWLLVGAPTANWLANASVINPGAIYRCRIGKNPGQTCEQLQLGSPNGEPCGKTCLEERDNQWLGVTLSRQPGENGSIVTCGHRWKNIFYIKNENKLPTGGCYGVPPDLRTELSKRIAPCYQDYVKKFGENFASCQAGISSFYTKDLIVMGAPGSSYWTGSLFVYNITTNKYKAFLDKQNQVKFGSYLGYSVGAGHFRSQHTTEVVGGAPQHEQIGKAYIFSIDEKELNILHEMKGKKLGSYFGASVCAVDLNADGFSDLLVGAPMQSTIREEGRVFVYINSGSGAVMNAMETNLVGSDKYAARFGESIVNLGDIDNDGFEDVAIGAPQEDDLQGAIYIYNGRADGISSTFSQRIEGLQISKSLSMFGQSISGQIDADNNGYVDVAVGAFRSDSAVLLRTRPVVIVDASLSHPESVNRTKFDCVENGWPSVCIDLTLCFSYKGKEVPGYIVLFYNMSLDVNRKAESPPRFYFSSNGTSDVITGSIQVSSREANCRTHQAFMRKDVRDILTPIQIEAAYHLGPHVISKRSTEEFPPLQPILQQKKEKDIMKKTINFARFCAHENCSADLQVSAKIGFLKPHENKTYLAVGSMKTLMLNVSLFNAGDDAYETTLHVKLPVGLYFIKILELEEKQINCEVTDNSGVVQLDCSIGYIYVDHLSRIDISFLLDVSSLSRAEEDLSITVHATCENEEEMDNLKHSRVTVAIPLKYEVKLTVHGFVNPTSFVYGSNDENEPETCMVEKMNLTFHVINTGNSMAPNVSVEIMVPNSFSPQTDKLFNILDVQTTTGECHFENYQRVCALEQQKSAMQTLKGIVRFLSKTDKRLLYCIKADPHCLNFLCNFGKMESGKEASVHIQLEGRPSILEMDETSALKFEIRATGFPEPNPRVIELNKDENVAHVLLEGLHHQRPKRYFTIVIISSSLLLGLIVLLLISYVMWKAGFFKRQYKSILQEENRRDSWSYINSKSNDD
VLA-4 antagonist = inhibitors of LDV-FITC binding to Mn2+-activated VLA-4, primary screen, Jurkat cells; Integrin alpha-4 (Homo sapiens), P13612; LDV-FITC binding with Mn2+, flow cytometry; 100% = Mn2+-driven binding gain fully reversed; inhibition, % at 10 µM (by protocol); 24,000 tested, 0.2% active; AID 529, 2006;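 active means inhibition above 50%; inconclusive means compound itself fluorescent, judged against control cell fluorescence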;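 further: 0% = Mn2+ stimulated cells lacking compound and 100% = ligand binding without Mn2+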
LNCaP diff act = activators of LNCaP prostate cell differentiation, primary screen, flow cytometry side scatter; 4 d; side scatter shift, % at 10 µM; 24,000 tested, 0.56% active;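 active means side scatter shift above 30%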;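 further: androgen-responsive LNCaP prostate cancer cells in charcoal-stripped serum medium; percent of cells past a gate set so DMSO wells show 10% shift; higher shift means more granular cells and more differentiation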
An asterisk follows results filed as active; ? = inconclusive. Only part of the results is shown; count on the stated rates, not on these rows.

no.	compound	VLA-4 allo ag	LNCaP diff act	VLA-4 antagonist	Jurkat autofluor
1	CCOC(=O)C(NC(=O)Nc1cccc(C)n1)(OCC(F)(F)F)C(F)(F)F (stereo not drawn)	-1.0	13.0	-4.0	1.04
2	O=C(O)c1c2c(nc3ccc(S(=O)(=O)N4CCC(C(=O)N5CCCCC5)CC4)cc13)CCCC2	1.0	4.0	-10.0	1.07
3	CC(NC(=O)Nc1nccs1)(C(F)(F)F)C(F)(F)F	5.0	18.0	-0.5	1.03
4	CCc1nccn1S(=O)(=O)c1ccc2ccc(C)cc2c1	0.5	3.0	-1.5	0.99
5	COc1ccc(OC)c(-c2cc(C(=O)Nc3cc(C)on3)no2)c1	5.0	4.0	12.0	0.94
6	CCCCn1c(=NC(=O)c2cccnc2)c(C(=O)OCC)cc2c(=O)n3ccccc3nc21	-1.0	5.0	-9.0	1.18
7	CCC(=O)N1CCc2cc(S(=O)(=O)NCCC(=O)Nc3cc(C)cc(C)c3)ccc21	0.0	8.0	12.0	1.03
8	CCOC(=O)N1CCc2c(sc3c2C(=O)NC(c2ccc(-c4ccc(Cl)cc4)o2)N3)C1 (stereo not drawn)	0.5	22.0	-24.5	1.3
9	COc1nc(N2CCCC2)nc(-n2cc(-c3ccccc3)nn2)n1	-7.0	3.0	-18.0	1.1
10	CCn1c(=O)c(C(=O)NCCc2ccccc2)c(O)c2ccccc21	-9.0	10.0	-5.0	1.02
11	c1ccn2c(SCc3cn4ccsc4n3)nnc2c1	-0.5	9.0	-2.0	1.04
12	COc1ccccc1Cn1nnc2c(=O)[nH]c(C3CCN(C(=O)c4ccc(C)cc4)CC3)nc21	?	8.0	?	1.24
13	CC(C)C(NS(=O)(=O)c1cccc2nsnc12)C(=O)N1CCc2ccccc2C1 (stereo not drawn)	-3.0	21.0	8.0	1.16
14	COc1ccc(CCNC(=O)C2(C)CCC(=O)N2Cc2ccc3c(c2)OCO3)cc1OC (stereo not drawn)	0.0	7.0	1.0	1.03
15	c1ccc(OCCOc2ncnc3sccc23)cc1	-4.0	13.0	8.5	1.44
16	COc1ccccc1OCc1ccc(C(=O)NC(C)(C)C)o1	2.3	23.0	4.7	1.06
17	COc1ccc2cc3cc(C(=O)NCCN4CCc5ccccc5C4)oc3nc2c1	?	4.0	?	1.16
18	Cc1[nH]nc2nc(SCC(=O)NCC3CCCO3)n(-c3ccc(Br)cc3)c(=N)c12 (stereo not drawn)	0.0	16.0	-16.0	1.12
19	O=C(CCCn1c(=O)[nH]c2ccsc2c1=O)NCc1cccs1	0.0	7.0	-6.0	1.05
20	COc1ccc(CNC(=O)c2cc3c(C)nc4ccccc4c3o2)c(OC)c1	3.0	9.0	-10.0	1.02
21	COc1ccc(S(=O)(=O)N2CCN(CC(=O)Nc3ccc(F)c(F)c3)CC2)cc1	-0.3	12.0	-1.3	1.04
22	O=C(Nc1cccc2ccccc12)N1CCOCC1	0.5	7.0	-2.5	1.04
23	Cc1ccc(Nc2nc(Oc3ccc(=O)[nH]n3)nc(N(C)C)n2)cc1	-3.0	3.0	4.0	0.97
24	O=C(CSCCc1ccccn1)Nc1ccccn1	-5.0	0.0	-18.0	1.06
25	CC1=C(C)CC2C(=O)N(c3cccc4ccccc34)C(=O)C2C1 (stereo not drawn)	-5.0	10.0	12.0	1.06
26	Cc1cc(C)c2c(C)nn(C3CCCCC3)c2n1	?	7.0	?	1.11
27	CCOC(=O)Cc1csc(NC(=O)CSc2nnc(-c3ccncc3)n2Cc2ccco2)n1	1.0	8.0	-6.0	1.02
28	CCOC(=O)c1nnn(-c2nonc2N)c1CSc1ccc(C)cc1	-1.2	14.0	7.6	1.09
29	O=C(Nc1nc2c(s1)CCc1ccccc1-2)c1cccs1	6.5	2.0	-12.0	1.04
30	COc1ccc(S(=O)(=O)NC2CCCCC2)c(C)c1C	4.0	7.0	-15.0	1.01
31	CCSc1ccc2nnc(-c3ccc(F)cc3)n2n1	-9.0	5.0	-23.0	1.16
32	COc1ccc(N2C(=O)C3CCCN3C2c2ccccc2Cl)cc1 (stereo not drawn)	2.0	6.0	4.0	1.03
33	Cc1cc(N/C(=N\S(=O)(=O)c2ccc(Cl)cc2)c2ccc(F)cc2)no1	0.0	1.0	-13.0	1.07
34	O=C(NCC(c1cccnc1)N1CCN(c2ccccc2)CC1)OCc1ccccc1 (stereo not drawn)	2.0	6.0	23.0	1.03
35	O=C(NCc1ccco1)C1CCCN(S(=O)(=O)c2cccc3nonc23)C1 (stereo not drawn)	-2.0	4.0	7.0	1.11
36	CC(=O)Nc1c2c(nn1-c1ccc(C)cc1C)CSC2	3.3	10.0	-4.0	1
37	COC(=O)c1ccc2c(=O)n(CC3CCCO3)c(=S)[nH]c2c1 (stereo not drawn)	-6.0	20.0	-11.0	1.06
38	CCCCCc1ccc(CC(=O)O)cc1	2.0	17.0	6.0	1.03
39	Cc1sc2nc3c(C(=O)N4CCN(c5ncccn5)CC4)cccn3c(=O)c2c1C	-2.0	9.0	17.0	1.1
40	CCOC(=O)CNC(=O)C(Cc1ccccc1)NS(=O)(=O)c1ccc2c(c1)CCC(=O)N2 (stereo not drawn)	?	13.0	?	1.07
41	Cc1ccc(-n2c(Cn3cnc4ccccc43)nnc2SCC(=O)O)cc1	-1.0	6.0	-12.5	1.05
42	COc1ccccc1N(CC(=O)NCc1ccccc1)S(C)(=O)=O	3.0	13.0	-13.0	1.02
43	CC(NS(=O)(=O)c1ccccc1)C(c1cccs1)N1CCN(c2ccccc2)CC1 (stereo not drawn)	-1.0	11.0	10.0	1.01
44	CC(CCc1ccccc1)NC(=O)C1CCN(S(=O)(=O)N2CCCCC2)CC1 (stereo not drawn)	-6.0	7.0	13.0	1.07
45	COc1ccc(C(CC(=O)O)NC(=O)c2cccs2)cc1 (stereo not drawn)	-1.0	3.0	10.0	1.2
46	CCOC(=O)Cn1c(=O)oc2cc(S(=O)(=O)NCCCc3ccccc3)ccc21	?	3.0	?	1.42
47	Cc1nn(Cc2ccc(Cl)c(Cl)c2)c(C)c1NC(=O)c1cc(C2CC2)on1	13.0	13.0	-10.0	0.95
48	CCOC(=O)C1CCN(C(=O)c2ccc(NC(=O)C3CCCO3)cc2)CC1 (stereo not drawn)	0.8	5.0	-8.7	1.01
49	CC1(C)CC(=O)C(C=NCCO)=C(O)C1	1.0	8.0	-9.5	1
50	CC(C)(Oc1ccc(Cl)cc1)C(=O)NCc1ccncc1	?	12.0	?	1.02
51	COCCCN(C(=O)Cn1ncc2c(=O)oc3ccc(C)cc3c21)C(C)c1ccncc1 (stereo not drawn)	?	10.0	?	0.89
52	Nc1cc(CN2C(=O)c3ccccc3C2=O)cc(Cl)c1O	-9.5	14.0	-28.5	1.02
53	CC(C)(C)c1[nH]nc2c1C(c1ccc(OC(=O)c3ccco3)cc1)C(C#N)=C(N)O2 (stereo not drawn)	4.0	4.0	-8.0	1.11
54	O=C(CCS(=O)(=O)c1cccc2nonc12)NC1CCCCCC1	0.0	4.0	2.0	1.06
55	Clc1cccc2sc(N3CCCC3)nc12	-8.0	4.0	0.0	1.03
56	O=C(Cn1[nH]c(=O)c2ccccc2c1=O)OCC(=O)N1CCCc2ccccc21	7.0	14.0	5.5	1.05
57	CSC1=NCCN1C(=O)c1ccc(Br)o1	-1.0	9.0	-3.0	0.97
58	COC(=O)C1C2C=CC3(CN(c4ccc(Cl)c(F)c4)C(=O)C13)O2 (stereo not drawn)	1.0	9.0	1.0	1.03
59	Cc1cc2nc(C3CCN(CC4COc5ccccc5O4)CC3)[nH]c2cc1C (stereo not drawn)	0.0	10.0	-7.0	1.25
60	O=C(CSCc1ccccc1Cl)N1CCN(c2ccccn2)CC1	-8.0	8.0	20.0	1.04

(list continues)
no.	compound	VLA-4 allo ag	LNCaP diff act	VLA-4 antagonist	Jurkat autofluor
61	CCOC(=O)CSc1nnc(-c2ccccc2OC)o1	3.0	10.0	-10.0	0.92
62	O=C(NCCN1CCc2ccccc2C1)Nc1ccc(F)cc1	-2.0	7.0	8.0	1
63	CCS(=O)(=O)N1CCC(C(=O)NCc2ccc(F)cc2Cl)CC1	-15.0	8.0	-9.0	1.01
64	Cc1cc(C)nc(SCC(=O)Nc2ccc(Br)cn2)n1	0.0	9.0	12.0	1.07
65	O=C(Cn1c(=O)oc2cc(S(=O)(=O)N3CCCC3)ccc21)NC1CCCc2ccccc21 (stereo not drawn)	-4.0	13.0	8.0	1.14
66	C/C=C/C=[N+](\[O-])C(C)/C(=N/O)c1ccc(F)cc1 (stereo not drawn)	1.0	5.0	-2.0	1.07
67	CCOCCCn1c(=S)[nH]c2cc(C(=O)NCCOC)ccc2c1=O	-5.0	1.0	1.0	1.09
68	COC(=O)C1C(=O)C2=C(CC1C)NC(C)=C(C(=O)OC1CCCCC1)C2c1ccc(N(C)C)cc1 (stereo not drawn)	2.0	0.0	-26.0	0.97
69	CCOC(=O)N1CCC(Nc2nc3ccccc3n3nnnc23)CC1	?	9.0	?	7.98*
70	CCC(=O)Nc1ccc(C(=O)Nc2ccc3c(c2)OCO3)cc1	-1.0	1.0	1.0	1.1
71	Cc1oc(-c2ccc(Cl)cc2)nc1CN1CCC(C(=O)NCc2ccco2)CC1	2.0	15.0	13.0	1.02
72	COCCNC(=O)C1c2ccccc2C(=O)N(CCOC)C1c1ccc(F)cc1 (stereo not drawn)	-1.0	9.0	7.0	1.07

Some of the entries so far, with each value named.
(36) CC(=O)Nc1c2c(nn1-c1ccc(C)cc1C)CSC2
  VLA-4 allo ag = 3.3; LNCaP diff act = 10.0; VLA-4 antagonist = -4.0; Jurkat autofluor = 1
(61) CCOC(=O)CSc1nnc(-c2ccccc2OC)o1
  VLA-4 allo ag = 3.0; LNCaP diff act = 10.0; VLA-4 antagonist = -10.0; Jurkat autofluor = 0.92

More records
no.	compound	VLA-4 allo ag	LNCaP diff act	VLA-4 antagonist	Jurkat autofluor
73	COc1cc(OC)cc(C(=O)N2c3ccc(F)cc3CCC2C)c1 (stereo not drawn)	?	1.0	?	1.05
74	COc1ccc(CNC(=O)Cc2nn(C)c(=O)c3ccccc23)cc1	2.0	9.0	-8.0	1
75	COc1ccc(CN2C(=O)c3cccnc3C2Nc2ccc(OC)c(Cl)c2)cc1 (stereo not drawn)	6.0	14.0	-17.0	0.96
76	Cc1ccc(S(=O)(=O)NCCOC(=O)Nc2sc(=S)n(C)c2C)cc1	?	6.0	?	1.06
77	Cc1nc(SCc2cccc(F)c2)[nH]c(=O)c1C#N	?	11.0	?	1.07
78	O=C(NCc1cccs1)C1CCN(S(=O)(=O)c2cccc3nsnc23)CC1	2.0	6.0	3.0	1.07
79	CCOC(=O)c1cc2c(=O)[nH]ccc2nc1C	-5.0	10.0	15.0	0.92
80	COc1ccc(C(=O)Nc2ccc(S(=O)(=O)NC(C)=O)cc2)cc1	3.0	14.0	-8.5	1.04
81	CCOCCn1cnc2sc(C(=O)NCC(=O)OCC)c(C)c2c1=O	-0.3	7.0	-8.3	1.05
82	Cc1nn(C)c(C)c1S(=O)(=O)N1CCCC(C(=O)N2CCN(c3ccc(Cl)cc3)CC2)C1 (stereo not drawn)	-6.3	7.0	-3.0	1.08
83	S=C(NCC1CCCO1)n1nnc2ccccc21 (stereo not drawn)	-6.0	11.0	-7.5	1.06
84	O=C(NC1CCCCCC1)C1CCCN1S(=O)(=O)c1cccc2cccnc12 (stereo not drawn)	-2.0	14.0	-8.0	1.13
85	COC(=O)CN1C(=O)C2(C(C#N)=C(N)Oc3c2c(C)nn3-c2ccccc2)c2ccccc21 (stereo not drawn)	0.3	3.0	-16.3	1.05
86	O=C(COc1ccc(S(=O)(=O)NC2CCCCC2)cc1)Nc1ccc2c(c1)OCCO2	-5.0	4.0	3.0	1.09
87	CCC1CCCCN1CCCNC(=O)CC1Oc2ccccc2NC1=O (stereo not drawn)	?	8.0	?	0.96
88	CC(CCc1ccccc1)NC(=O)CSc1nc(N)cc(N)n1 (stereo not drawn)	-5.0	20.0	1.0	1.12
89	c1ccc(-c2oc3ncnc(NCCN4CCOCC4)c3c2-c2ccccc2)cc1	-9.0	6.0	-8.0	1.11
90	CCC1Oc2ccccc2N(CC(=O)NCCN2CCc3ccccc3C2)C1=O (stereo not drawn)	-8.0	14.0	-6.0	1.08
91	Cc1cccc(C2c3c(n(C)c(=O)n(C)c3=O)N=C3c4ccccc4C(=O)C32)c1 (stereo not drawn)	-2.0	36.0*	-4.0	1.17
92	COc1ccc(NC(=O)CSc2c(C)nn(-c3nnc(C)c(=O)[nH]3)c2C)cc1	4.0	7.0	-3.0	1.04
93	CCN(c1ccccc1)S(=O)(=O)c1ccc(F)cc1C	-1.5	11.0	-9.0	1.11
94	CCCc1cc(C(=O)Nc2sc(C)c(C)c2C(=O)OCC)no1	1.3	14.0	4.7	1.04
95	Cc1ccccc1C1CC(c2ccccc2)Nc2ncnn21 (stereo not drawn)	1.7	5.0	-12.0	1.05
96	COc1ccc(NC(=O)CN2CC(c3ccccc3)CC2=O)cc1OC (stereo not drawn)	?	5.0	?	1.13
97	CC1CCCCN1c1nnc(NC(=O)Cn2c(=O)oc3ccccc32)s1 (stereo not drawn)	-5.0	9.0	24.0	1.17
